# Compound activity: PubChem, several laboratories
# Anthrax LF prot – Bacillus anthracis LF protease inhibitors, primary screen, biochemical, multiplex microsphere, MLPCN library; AID 588501, 2011; multiplex microsphere protease cleavage assay; 360,000 compounds, 0.12% hits; inhibition, % at 10 µM; note: plate controls were buffer without enzyme for full effect and enzyme alone for no effect
# CCHF vOTU inh – CCHFV vOTU protease inhibitors, primary screen, biochemical, Pep-AMC substrate, fluorescence. Crimean-Congo hemorrhagic fever virus L polyprotein viral ovarian tumor (vOTU) protease …. inhibition, % at 11.5 µM. 370,000 compounds, 0.55% hits. AID 651958, 2012; in the data active = inhibition above about 30%; note: 0% = vehicle wells with enzyme and 100% = no enzyme wells
# SSB-PriA inh – inhibitors of Klebsiella pneumoniae PriA binding to SSB C-terminal tail, primary screen, biochemical, AlphaScreen. PriA–SSB C-terminal tail interaction (Klebsiella pneumoniae). AlphaScreen SSBct-PriA binding, biotinylated peptide. inhibition, % at 33 µM. 430,000 compounds, 0.6% hits; in the data active = inhibition mostly above about 37%, no sharp cut-off; inactive = mostly below about 20%;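 note: plate controls were negative control peptide for no effect and reference peptide for full effect; strong numbers were not always called active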
# Vc quorum ag – inducers of Vibrio cholerae quorum light production without autoinducers, primary screen, BH1578 luxS cqsA deficient, single point | V. cholerae BH1578 lux reporter, luminescence, 6 h | activation, % at 18.7 µM | 350,000 compounds, 0.16% hits | AID 588436, 2011; in the data active = activation mostly above about 9.7%, no sharp cut-off; inconclusive = no clear call, values can overlap the other calls; inactive = mostly below about 3.7%; note: not every result past the cut was called active; inactives centre near 0; reference of the scale not given here
# TcdB inh – TcdB glycohydrolase inhibitors, primary screen, biochemical, single point, plate reader | Toxin B (Clostridioides difficile), P18177 | TcdB glycohydrolase enzymatic assay | inhibition, % at 9.99 µM | 350,000 compounds, 0.24% hits; in the data active = inhibition above about 10%
# Target sequence (P18177 whole entry, looked up): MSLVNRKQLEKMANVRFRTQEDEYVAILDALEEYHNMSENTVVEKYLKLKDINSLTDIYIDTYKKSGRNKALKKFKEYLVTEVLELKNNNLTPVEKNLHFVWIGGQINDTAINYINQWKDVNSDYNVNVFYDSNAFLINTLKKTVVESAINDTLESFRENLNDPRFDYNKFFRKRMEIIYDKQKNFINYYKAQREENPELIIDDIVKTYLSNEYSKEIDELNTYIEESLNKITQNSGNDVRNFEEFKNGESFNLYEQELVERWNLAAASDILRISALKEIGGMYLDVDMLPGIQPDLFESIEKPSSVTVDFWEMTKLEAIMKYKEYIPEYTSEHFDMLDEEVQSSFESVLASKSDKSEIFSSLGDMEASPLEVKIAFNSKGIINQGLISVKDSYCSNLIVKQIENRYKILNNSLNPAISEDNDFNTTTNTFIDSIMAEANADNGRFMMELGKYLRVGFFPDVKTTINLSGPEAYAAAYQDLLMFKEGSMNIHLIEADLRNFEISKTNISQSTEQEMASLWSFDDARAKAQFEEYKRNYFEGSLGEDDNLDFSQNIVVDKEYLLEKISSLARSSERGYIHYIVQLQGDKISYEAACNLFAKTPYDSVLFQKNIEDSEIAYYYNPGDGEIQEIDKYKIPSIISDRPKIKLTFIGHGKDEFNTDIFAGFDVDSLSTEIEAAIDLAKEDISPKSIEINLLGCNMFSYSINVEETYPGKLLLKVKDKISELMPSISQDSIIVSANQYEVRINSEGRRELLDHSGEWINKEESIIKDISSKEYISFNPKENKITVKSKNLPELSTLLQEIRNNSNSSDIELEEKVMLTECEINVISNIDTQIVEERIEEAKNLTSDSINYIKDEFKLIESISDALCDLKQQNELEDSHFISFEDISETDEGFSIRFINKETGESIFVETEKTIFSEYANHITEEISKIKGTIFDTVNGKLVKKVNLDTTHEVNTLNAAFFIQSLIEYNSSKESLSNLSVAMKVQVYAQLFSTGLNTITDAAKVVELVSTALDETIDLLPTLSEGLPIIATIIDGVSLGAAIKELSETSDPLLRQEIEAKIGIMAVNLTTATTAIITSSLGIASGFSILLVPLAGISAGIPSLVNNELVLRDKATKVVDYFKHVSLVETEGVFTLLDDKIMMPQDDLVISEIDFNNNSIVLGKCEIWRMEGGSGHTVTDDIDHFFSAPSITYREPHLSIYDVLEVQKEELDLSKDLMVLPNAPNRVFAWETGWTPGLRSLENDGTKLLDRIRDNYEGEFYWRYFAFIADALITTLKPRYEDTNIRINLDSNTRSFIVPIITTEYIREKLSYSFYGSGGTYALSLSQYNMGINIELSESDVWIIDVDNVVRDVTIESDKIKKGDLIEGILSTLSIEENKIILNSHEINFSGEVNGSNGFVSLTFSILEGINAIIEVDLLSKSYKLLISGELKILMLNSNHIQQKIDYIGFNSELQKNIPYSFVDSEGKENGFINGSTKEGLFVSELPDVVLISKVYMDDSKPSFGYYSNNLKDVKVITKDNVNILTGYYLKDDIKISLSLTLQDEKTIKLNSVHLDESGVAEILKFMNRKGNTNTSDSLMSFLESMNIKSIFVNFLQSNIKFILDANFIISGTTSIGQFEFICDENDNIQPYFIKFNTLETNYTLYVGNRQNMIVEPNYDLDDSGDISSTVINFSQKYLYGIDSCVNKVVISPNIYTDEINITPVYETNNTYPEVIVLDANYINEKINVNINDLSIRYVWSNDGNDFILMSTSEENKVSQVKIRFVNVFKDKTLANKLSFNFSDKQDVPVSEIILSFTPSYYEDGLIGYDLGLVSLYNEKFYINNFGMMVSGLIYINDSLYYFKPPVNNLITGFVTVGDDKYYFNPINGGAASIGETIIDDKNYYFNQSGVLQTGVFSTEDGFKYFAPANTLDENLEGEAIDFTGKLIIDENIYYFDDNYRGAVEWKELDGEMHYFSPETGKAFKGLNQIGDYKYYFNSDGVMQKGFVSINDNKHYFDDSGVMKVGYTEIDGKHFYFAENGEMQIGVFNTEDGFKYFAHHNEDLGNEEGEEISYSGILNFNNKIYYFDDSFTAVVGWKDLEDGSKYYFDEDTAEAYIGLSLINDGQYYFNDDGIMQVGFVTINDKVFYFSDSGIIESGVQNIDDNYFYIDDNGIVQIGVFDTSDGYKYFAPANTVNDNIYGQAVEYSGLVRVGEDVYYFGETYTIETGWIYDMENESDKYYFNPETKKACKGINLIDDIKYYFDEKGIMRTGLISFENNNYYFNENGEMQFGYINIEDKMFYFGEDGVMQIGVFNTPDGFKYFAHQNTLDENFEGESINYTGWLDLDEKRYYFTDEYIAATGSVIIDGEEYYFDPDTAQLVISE
# VHR inh abs – VHR1 phosphatase inhibitors, primary screen, biochemical, absorbance, uHTS; Dual specificity protein phosphatase 3 (Homo sapiens), P51452; 290,000 compounds, 0.52% hits; inhibition, % at 13.3 µM; recombinant VHR phosphatase, pNPP absorbance; in the data active = inhibition above about 50%; note: some compounds called inactive have numbers as strong as hits
# PfHsp40 yeast – rescue of yeast from PfHsp40 toxicity, primary screen, S. cerevisiae, ATP luminescence; 340,000 compounds, 0.68% hits; growth rescue, % at 12.5 µM; S. cerevisiae expressing PfHsp40, growth rescue; AID 504582, 2011; in the data active = growth rescue above about 28%, passing the limit was not always enough; inconclusive = no clear call, values can overlap the other calls;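 note: yeast W303a lacking pdr1 and pdr3 grown in galactose medium; growth measured after three days at 30 °C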
# Yp Topo-I inh – Yersinia pestis topoisomerase I inhibitors, primary screen, biochemical, cleavage product accumulation, plate reader, single point; DNA topoisomerase I (Yersinia pestis CO92); Y. pestis Topo-I cleavage product accumulation; activity, % at 10 µM; 360,000 compounds, 0.064% hits; in the data active = activity above about 50%, passing the limit was not always enough; inconclusive = no clear call, values can overlap the other calls; note: inactives centre near 2
# 3CLpro inhibitor – SARS-CoV 3CLpro protease inhibitors, primary screen, biochemical, quenched FRET; 290,000 compounds, 0.14% hits; Replicase polyprotein 1ab (Severe acute respiratory syndrome coronavirus), P0C6X7; inhibition, % at 6 µM; AID 1706, 2009; recombinant SARS-CoV 3CLpro, quenched FRET peptide cleavage; in the data active = inhibition above about 12%
# BoNT A protease – BoNT/A light chain protease inhibitors, primary screen, biochemical, flow cytometry, MLPCN library; Botulinum neurotoxin type A light chain protease (Clostridium botulinum A str. ATCC 3502); multiplex microsphere protease substrate cleavage; inhibition, % at 10 µM; 360,000 compounds, 0.17% hits; note: plate controls were buffer without enzyme for full effect and enzyme alone for no effect
# The depositor's hits bear a star; i = inactive; ? = inconclusive; . = no result given; & = joins results of further samples. Cut-off read from the data, not from the text of the source, unless noted: active = inhibition above about 30%; inconclusive = no clear call, values can overlap the other calls; inactive = below that.
SMILES,Anthrax LF prot,CCHF vOTU inh,SSB-PriA inh,Vc quorum ag,TcdB inh,VHR inh abs,PfHsp40 yeast,Yp Topo-I inh,3CLpro inhibitor,BoNT A protease
COc1cc(/C=N\Nc2nc3ccccc3o2)cc(OC)c1OC,4,14,.,1.0,.,8,0.9,1,-5,?
N#CC1=C(Nc2ccccc2)SC=C(c2ccc(Br)cc2)N=C1N1CCOCC1,6,15,9,i,.,3,-1.3,0,-5,0.6
Cc1ccc(Cn2ccc(O)c(Cc3ccccc3)c2=O)cc1,-4,6,-4,-0.4,-0.1,2,0.5,1,-1,-0.6
COc1cc([C@@H]2CC=C(C(=O)O)[C@H](c3cccc(Cl)c3)N2S(=O)(=O)c2ccc(C)cc2)cc(OC)c1OC,-6,7,-15,-0.4,0.4,.,0.2,-10,.,-0.7
COc1ccc(-c2[nH]c(-c3ccc(C)cc3)nc2SCC(=O)NC2CCCC2)cc1,-8,12,-1,-0.8,1.4,-11,-0.2,-7,-6,-0.2
Cc1cc(C)cc(OCC(=O)NC2CCCc3ccccc32)c1 (configuration not stated),0,12,-40,-2.6,.,6,10,10,5,-0.4
O=C(Oc1ccccc1-c1nnco1)c1ccccc1,2,3,-14,.,.,14,0.8,7,2,0.8
O=C(COC(=O)c1cc(-c2ccccc2)nc2ccccc12)Nc1ccc2c(c1)OCO2,-2,-14,-16,2.9,0.2,8,-0.3,-1,-2,0.3
CCCCCCCC(=O)Nc1ccc(S(=O)(=O)Nc2nccs2)cc1,0,17,-4,i,0.0,-2,-1.7,-9,-1,-0.5
O=C(Nc1ccccc1)c1ccc(-c2ccc(F)cc2)s1,1,-9,3,-0.3,-0.1,2,-0.2,3,-1,-0.4
c1ccc(Cc2nnc(-c3ccccc3)o2)cc1,-3,-12,-17,-2.9,.,0,-0.7,5,0,1.4
O=C(OCc1ccc(Br)cc1)c1cnc(Cl)c(Cl)c1,9,8,-23,-0.1,2.1,17,0.2,-5,-4,-1.4
CC(C)Oc1ccc(Cc2c(O)nc(NCCCN(C)C)[nH]c2=O)cc1,-3,-3,-3,i,.,22,-0.9,5,-5,0.0
Cc1cccc(C(=O)N2CCN(c3ccc(C(F)(F)F)cn3)CC2)c1C,-1,1,-2,2.2,.,12,1.8,33,1,0.3
CN(Cc1ccccc1)C(=O)N1CCOCC1,-1,9,-3,-0.3,1.9,1,1.0,0,1,0.6
COc1cc(/C=N/NC(=O)c2cccc([N+](=O)[O-])c2)ccc1OC(=O)c1ccco1,2,-5,.,-0.4,1.3,-13,0.0,4,0,-0.8
CCOC(=O)c1ccc(NC(=O)CCc2nc(-c3ccccc3Cl)no2)cc1,-3,-1,-31,-1.6,.,-6,34*,1,-1,-1.3
Cc1cnc(C(=O)OCC(=O)Nc2ccccc2[N+](=O)[O-])cn1,-5,-19,-4,i,0.5,.,-1.8,-6,.,-0.7
Cn1c(SCC(=O)NCc2cccs2)nnc1-c1ccc(O)cc1,5,3,-14,i,0.8,20,0.4,-1,-2,-0.7
O=C(NC1CCN(Cc2ccccc2)CC1)c1ccc2c(c1)[nH]c(=O)n2Cc1ccc(F)cc1,-9,-2,-11,-0.2,0.9,13,2.0,14,4,0.0
CC(=O)N[C@H]1C[C@@H]1c1ccccc1,4,1,-12,i,.,-16,-0.2,0,-2,-0.6
CCOC(=O)Nc1csnn1,-8,-2,-10,i,0.6,15,-1.3,2,-3,3.1
O=C(NNC(=O)C1CCN(c2ncccn2)CC1)c1ccncc1,-12,-14,-13,-0.3,0.3,34,-0.4,12,8,-2.0
Nc1nc(F)nc2c1ncn2[C@@H]1O[C@H](CO)[C@@H](O)[C@H]1O,-7,12,-6,-3.0,0.7,.,-3.2,4,.,-0.5
Cc1ccc(CSc2nnc(-c3ccc(NS(=O)(=O)c4ccccc4)cc3)o2)cc1,-2,10,1,i,.,17,3.0,42,4,0.2

# Individual results from the results shown.
# For SSB-PriA inh, `Cc1cccc(C(=O)N2CCN(c3ccc(C(F)(F)F)cn3)CC2)c1C` shows -2
# For Yp Topo-I inh, `Cc1cnc(C(=O)OCC(=O)Nc2ccccc2[N+](=O)[O-])cn1` shows -6

# Remaining list, next part
SMILES,Anthrax LF prot,CCHF vOTU inh,SSB-PriA inh,Vc quorum ag,TcdB inh,VHR inh abs,PfHsp40 yeast,Yp Topo-I inh,3CLpro inhibitor,BoNT A protease
CCCc1cc(=O)n2c([nH]c3ccccc32)c1C#N,-6,-56,-2,i,.,27,-0.4,-5,-1,-1.7
CCCCOc1ccc(/C=N/Nc2cc(N3CCOCC3)nc(C)n2)cc1,10,3,.,-0.4,1.4,-12,0.4,-13,4,-5.7
Cc1nn(-c2ccccc2)c(C)c1CCC(=O)O,5,-3,-8,-0.5,.,18,0.7,-7,4,-1.0
COc1ccc(N2CCN(CCCNC(=O)Cn3c(=O)c4cccn4c4cccnc43)CC2)cc1,-9,8,16,-0.3,-0.1,23,-1.3,-6,-3,2.3
COC(=O)CN(c1cc(Cl)ccc1OC)S(=O)(=O)c1ccc(C)cc1,.,10,-4,i,1.2,17,0.5,9,4,.
O=C(COc1cccc2cccnc12)N/N=C/c1cccn1-c1ccc(F)cc1,-7,-8,i,-0.5,-0.6,4,3.2,37,-4,-0.3
COc1ccc(-c2nc(C#N)c(N3CCOCC3)o2)cc1OC,1,-74,-8,.,.,14,-0.1,-4,-3,-0.2
Cc1ccc(NC(=O)CCSCCC(=O)Nc2ccc(C)c(C)c2)cc1C,-3,12,-2,i,.,-1,-1.0,13,1,1.5
O=[N+]([O-])c1ccc(C(O)CNC(=S)Nc2ccccc2)cc1 (configuration not stated),7,1,7&10,1.0,-0.5,-6,-0.3,11,0,-1.4
Cn1c(SCC(=O)NC2CCCCC2)nc2c(c1=O)SCC2,-2,-6,.,-0.3,-1.1,.,.,1,.,0.0
CC1CCC(C(=O)NC(C(=O)NCCc2ccc(S(N)(=O)=O)cc2)C(C)C)CC1 (configuration not stated),-5,1,-5,i,-0.9,32,0.1,1,-7,-2.1
CN(C)CC(O)COC(c1ccccc1)c1ccccc1 (configuration not stated),-9,-9,-7,i,2.9,14,?,4,3,-0.8
COc1ccc(N2CCCC2)c(NC(=O)COc2ccccc2Cl)c1,-3,5,4,-0.4,-2.3,1,-2.7,2,-7,0.5
Cc1sc2nc(C)n(/N=C/c3ccccc3O)c(=O)c2c1C,0,-6,.,i,.,44,-0.2,1,-4,-0.4
O=C(Nc1ccc(S(=O)(=O)N2CCOCC2)cc1)C1CCN(S(=O)(=O)c2ccc(Cl)cc2)CC1,3,-2,0,-7.1,-1.1,.,1.0,6,.,-0.1
COc1ccc(C(=O)Nc2ccc(/C(C)=N/NC(=O)c3ccncc3)cc2)cc1,-3,17,.,-0.1,-0.1,14,0.6,-6,-1,-0.9
CCCc1cc(=O)[nH]c(SC(C)C(=O)Nc2ccc3c(c2)OCCO3)n1 (configuration not stated),-11,3,-3,i,-1.4,.,-2.0,3,.,-0.1
COc1ccc(N2CC(=O)N(c3ccccc3)C2=S)cc1,0,-5,0,i,1.0,32,-1.0,-3,3,0.2
CC(=O)Nc1sc(NC(=O)c2ccccc2)nc1-c1cccs1,-4,21,-5,-3.6,0.5,-24,0.4,-4,0,0.3
O=C(CCNc1cc(Cl)cc(Cl)c1)c1cccs1,1,-2,-44,-0.7,.,20,25,14,1,0.1
COc1cccc(C2=CC(=O)CCC2)c1OC,-11,-2,1,9.1,1.3,.,-1.0,1,.,-0.6
CCCCC(=O)NC1(C(F)(F)F)NC(=O)N(C)C1=O (configuration not stated),-7,-2,-10,2.1,1.9,17,0.4,1,-2,-0.9
CCNC(=O)c1cc2c(c(-c3cccc(-c4ccccc4F)c3)n1)[C@H](CCO)N(C(=O)CC)C2,11,0,.,.,1.8,.,.,.,.,-0.1

# In another format: 18 of the compounds above
# Each structure is followed by: Anthrax LF prot | CCHF vOTU inh | SSB-PriA inh | Vc quorum ag | TcdB inh | VHR inh abs | PfHsp40 yeast | Yp Topo-I inh | 3CLpro inhibitor | BoNT A protease
O=C(COc1cccc2cccnc12)N/N=C/c1cccn1-c1ccc(F)cc1
    -7 | -8 | i | -0.5 | -0.6 | 4 | 3.2 | 37 | -4 | -0.3
COc1ccc(-c2nc(C#N)c(N3CCOCC3)o2)cc1OC
    1 | -74 | -8 | . | . | 14 | -0.1 | -4 | -3 | -0.2
Cc1ccc(NC(=O)CCSCCC(=O)Nc2ccc(C)c(C)c2)cc1C
    -3 | 12 | -2 | i | . | -1 | -1.0 | 13 | 1 | 1.5
O=[N+]([O-])c1ccc(C(O)CNC(=S)Nc2ccccc2)cc1 (configuration not stated)
    7 | 1 | 7&10 | 1.0 | -0.5 | -6 | -0.3 | 11 | 0 | -1.4
Cn1c(SCC(=O)NC2CCCCC2)nc2c(c1=O)SCC2
    -2 | -6 | . | -0.3 | -1.1 | . | . | 1 | . | 0.0
CC1CCC(C(=O)NC(C(=O)NCCc2ccc(S(N)(=O)=O)cc2)C(C)C)CC1 (configuration not stated)
    -5 | 1 | -5 | i | -0.9 | 32 | 0.1 | 1 | -7 | -2.1
CN(C)CC(O)COC(c1ccccc1)c1ccccc1 (configuration not stated)
    -9 | -9 | -7 | i | 2.9 | 14 | ? | 4 | 3 | -0.8
COc1ccc(N2CCCC2)c(NC(=O)COc2ccccc2Cl)c1
    -3 | 5 | 4 | -0.4 | -2.3 | 1 | -2.7 | 2 | -7 | 0.5
Cc1sc2nc(C)n(/N=C/c3ccccc3O)c(=O)c2c1C
    0 | -6 | . | i | . | 44 | -0.2 | 1 | -4 | -0.4
O=C(Nc1ccc(S(=O)(=O)N2CCOCC2)cc1)C1CCN(S(=O)(=O)c2ccc(Cl)cc2)CC1
    3 | -2 | 0 | -7.1 | -1.1 | . | 1.0 | 6 | . | -0.1
COc1ccc(C(=O)Nc2ccc(/C(C)=N/NC(=O)c3ccncc3)cc2)cc1
    -3 | 17 | . | -0.1 | -0.1 | 14 | 0.6 | -6 | -1 | -0.9
CCCc1cc(=O)[nH]c(SC(C)C(=O)Nc2ccc3c(c2)OCCO3)n1 (configuration not stated)
    -11 | 3 | -3 | i | -1.4 | . | -2.0 | 3 | . | -0.1
COc1ccc(N2CC(=O)N(c3ccccc3)C2=S)cc1
    0 | -5 | 0 | i | 1.0 | 32 | -1.0 | -3 | 3 | 0.2
CC(=O)Nc1sc(NC(=O)c2ccccc2)nc1-c1cccs1
    -4 | 21 | -5 | -3.6 | 0.5 | -24 | 0.4 | -4 | 0 | 0.3
O=C(CCNc1cc(Cl)cc(Cl)c1)c1cccs1
    1 | -2 | -44 | -0.7 | . | 20 | 25 | 14 | 1 | 0.1
COc1cccc(C2=CC(=O)CCC2)c1OC
    -11 | -2 | 1 | 9.1 | 1.3 | . | -1.0 | 1 | . | -0.6
CCCCC(=O)NC1(C(F)(F)F)NC(=O)N(C)C1=O (configuration not stated)
    -7 | -2 | -10 | 2.1 | 1.9 | 17 | 0.4 | 1 | -2 | -0.9
CCNC(=O)c1cc2c(c(-c3cccc(-c4ccccc4F)c3)n1)[C@H](CCO)N(C(=O)CC)C2
    11 | 0 | . | . | 1.8 | . | . | . | . | -0.1

# This is a subset (hit frequency here may not be typical).
